EPAC1 antag = antagonists of human EPAC1 | Potency, µM (doses to about 115 µM), for inactives: top-dose activity change, negative = inhibition, actives largely listed as inhibitors | O95398 | actives 0.14% (n = 360,000) | AID 720709 | EPAC1 GEF assay, Rap1b-BODIPY-GDP exchange fluorescence;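 note: potency is the fitted concentration of half-maximal effect; plate controls were vehicle for no effect and positive control for full effect; nearly all actives have a fitted effect of over 50% in size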
EPAC1 ag = agonists of human EPAC1. O95398. EPAC1 agonist qHTS, biochemical assay; response scale: 100% = response to 6.5 mM cAMP. Potency, µM (titrated, usually from 154 µM), inactives show at the highest dose activation, actives largely listed as activators. actives 0.073% (n = 360,000). AID 720707; note: potency is the fitted concentration of half-maximal effect; nearly all actives have a fitted effect of over 60% in size
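Nucleotide exchange assay: 100 nM EPAC1 with 250 nM Rap1B loaded with BODIPY-GDP and 50 uM GDP, room temperature. Fluorescence (480/540 nm) read every 5 min for 30 min; signal change normalized to 6.5 mM cAMP as full agonist.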
CCT chaperon mod = changes cytosolic chaperonin activity. purified chaperonin ATPase assay, HTRF ADP detection, 30 min. actives 0.3% (n = 360,000). AID 651819. activity change, % (no concentration beside the values), hits read low; in the data active = activity change below about -30%; note: % is set by controls: 0 for no effect and ±100 for the full control effect
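ATPase activity: ADP formed was measured by HTRF Transcreener (665/615 nm ratio) after 30 min at 37 deg C with 10 uM ATP. Compounds screened at one 76 uM concentration against 40 or 20 nM TRiC in Tris pH 7.4/KCl/MgCl2/DTT buffer.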
EPAC2 antagonist = blocks human EPAC2 exchange factor. EPAC2 GEF exchange of Rap1B-BODIPY-GDP, fluorescence. actives 0.18% (n = 360,000). Potency, µM (doses to about 114 µM), for the others: at the highest dose activity, negative = inhibition, hits mostly inhibitors; note: potency is the fitted concentration of half-maximal effect; % is set by controls: 0 for no effect and ±100 for the full control effect; nearly all actives have a fitted effect of over 45% in size; many of its hits are not listed in these tables
Target sequence (Q8WZA2 whole entry, looked up): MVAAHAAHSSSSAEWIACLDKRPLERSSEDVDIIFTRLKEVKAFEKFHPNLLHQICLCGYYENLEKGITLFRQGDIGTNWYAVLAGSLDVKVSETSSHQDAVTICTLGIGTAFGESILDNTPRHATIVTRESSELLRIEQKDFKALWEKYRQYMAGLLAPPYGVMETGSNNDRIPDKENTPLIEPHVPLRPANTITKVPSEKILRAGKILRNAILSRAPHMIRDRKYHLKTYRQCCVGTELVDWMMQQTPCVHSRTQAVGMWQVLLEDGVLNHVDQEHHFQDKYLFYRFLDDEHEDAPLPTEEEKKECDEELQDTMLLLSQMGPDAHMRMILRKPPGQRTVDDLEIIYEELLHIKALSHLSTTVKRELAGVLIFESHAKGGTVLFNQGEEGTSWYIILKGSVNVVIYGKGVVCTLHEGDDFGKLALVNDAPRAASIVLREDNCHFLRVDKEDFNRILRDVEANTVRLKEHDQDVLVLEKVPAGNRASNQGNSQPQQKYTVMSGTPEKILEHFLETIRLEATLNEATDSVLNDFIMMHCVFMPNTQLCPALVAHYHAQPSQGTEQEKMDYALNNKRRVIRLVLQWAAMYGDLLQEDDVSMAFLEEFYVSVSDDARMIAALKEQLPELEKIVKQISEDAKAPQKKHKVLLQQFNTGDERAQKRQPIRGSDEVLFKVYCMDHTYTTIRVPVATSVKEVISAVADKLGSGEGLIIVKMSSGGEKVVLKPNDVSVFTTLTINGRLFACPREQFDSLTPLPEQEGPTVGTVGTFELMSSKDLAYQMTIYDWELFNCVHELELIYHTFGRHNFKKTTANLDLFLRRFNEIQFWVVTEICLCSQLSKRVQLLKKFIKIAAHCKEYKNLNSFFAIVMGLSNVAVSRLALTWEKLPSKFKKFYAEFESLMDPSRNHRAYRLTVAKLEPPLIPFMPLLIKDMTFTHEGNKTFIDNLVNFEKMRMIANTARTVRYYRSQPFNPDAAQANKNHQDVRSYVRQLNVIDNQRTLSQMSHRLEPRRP
PLK1 PBD inh = PLK1 (human) polo-box domain binding inhibition; P53350; Plk1 PBD binding of FITC phosphopeptide, fluorescence polarization; Potency, µM, without a hit: max response, negative = inhibition, hits mostly inhibitors; actives 2.8% (n = 360,000); AID 720504; note: potency is the fitted concentration of half-maximal effect; series mostly up to about 57 µM; % is set by controls: 0 for no effect and ±100 for the full control effect; nearly all actives have a fitted effect of over 65% in size
WRN inhibitor = inhibitors of human WRN helicase. Q14191. AID 651768. WRN helicase unwinding, fluorescent forked duplex, kinetic. Potency, µM (doses to about 114 µM), without a hit: at the top dose activity change, negative = inhibition, hits mostly inhibitors. actives 0.46% (n = 360,000); note: potency is the fitted concentration of half-maximal effect; % is set by controls: 0 for no effect and ±100 for the full control effect; nearly all actives have a fitted effect of over 55% in size
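Kinetic red-fluorescence monitoring (525/598 nm) tracks WRN helicase activity after 100 nM fluorophore-quencher forked duplex and 2 mM ATP are added to 20 nM enzyme pretreated 15 min at room temperature with compound.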
PI5P4Ka inh = blocks human PI5P4K alpha kinase activity. PI5P4Kalpha enzyme, ADP-Glo luminescence, 60 min; active compounds read low. actives 1.2% (n = 330,000). max response, %. P48426; active = max response of -50% or lower; inconclusive = between -30% and -50%; inactive = -30% or higher; note: value at the top dose of about 77 µM; % is set by controls: 0 for no effect and ±100 for the full control effect
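Compounds were pin-transferred onto PI5P4Kalpha and substrate in HEPES pH 7.4 buffer with EGTA, CHAPS and 5% DMSO. ATP (5 microM final) started the reaction, which ran 60 minutes at room temperature before ADP-Glo detection.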
Mm-Cpn inhibitor = M. maripaludis TRiC chaperonin inhibition; purified Mm-Cpn ATPase, ADP Transcreener TR-FRET; Potency, µM (top dose mostly 76.9 µM), for inactives: at the top dose activity, negative = inhibition, most hits filed as inhibitors; actives 0.031% (n = 330,000); AID 504842; note: potency is the fitted concentration of half-maximal effect; % is set by controls: 0 for no effect and ±100 for the full control effect; nearly all actives have a fitted effect of over 80% in size
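TR-FRET (320 nm excitation; 590 and 665 nm emission) reports ADP made from 10 uM ATP by 25 nM enzyme; compounds were preincubated 10 min, reaction run 30 min, both at 37°C.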
The depositor's hits bear a star; u = inconclusive; x = not tested or not shown; & = joins results of further samples; [ ] = remark or other dose. Unless noted, calls come from the whole dose curve; as a rule, active = well fitted curve in the direction sought with a large enough effect; inconclusive = small, poorly fitted or top-dose-only effect, or another doubt; inactive = no such curve, though single readings can be large; an effect the other way counts as inactive or inconclusive. An excerpt (hit frequency here may not be typical).

SMILES | EPAC1 antag | EPAC1 ag | CCT chaperon mod | EPAC2 antagonist | PLK1 PBD inh | WRN inhibitor | PI5P4Ka inh | Mm-Cpn inhibitor
COc1ccc2c(c1)[nH]c1c(C)nccc12 | -15% | 4% | 0.3 | -11% | -17% | 8% | -5 | -7%
Fc1cccc(-c2ccc3c(c2)CN(c2cccc(Cl)c2)Cc2cnnn2-3)c1 | -8% | 16% | -0.6 | -9% | -8% | 4% | -3 | x
Cc1cc(Cc2c(O)[nH]c(=S)[nH]c2=O)ccc1OC(C)C | -14% | -15% | 1.7 | 1% | 27µM* | -12% | u | 3%
CC(=O)N1N=C2C3CCN(CC3)C2C1c1ccc(C)cc1 (centres undefined) | -5% | 4% | -1.3 | 9% | 3% | 1% | 0 | 0%
CNCC(=O)c1ccccc1 | -19% | -9% | 1.2 | 8% | -1% | -2% | 1 | x
CCOC(=O)[C@]12Cc3cc(Cl)ccc3[C@H]1N(C)C(=O)c1ccccc12 | 15% | -3% | 1.2 | -22% | -28% | -1% | 2 | x
CC(=NCCc1c[nH]c2ccccc12)c1c(O)n(Cc2ccccc2)c(=O)[nH]c1=O | 0% | -2% | -1.1 | -4% | -8% | -4% | -13 | 0%
Cc1c(C=O)c2ccccc2n1Cc1ccc(F)cc1 | -3% | -3% | 1.1 | -28% | 0% | 4%[57.1 µM] | 13 | -3%
COc1ccc(N2C(=O)CC(N3CC=C(c4ccccc4)CC3)C2=O)cc1 (centres undefined) | -5% | 1% | -61* | -1% | -13% | 4% | -17 | -2%
Cc1ccc(Cn2nnnc2CN2CCC(n3nnc4cc(C(F)(F)F)ccc43)CC2)cc1 | -22% | -2% | 0.8 | -13% | 5% | -14% | 22 | 4%
CC(=NCC1CCCO1)c1c(O)n(Cc2ccccc2)c(=O)[nH]c1=O (centres undefined) | 0% | 0% | -1.6 | 3% | -1% | 3% | 2 | 0%
Cc1ccccc1C(=O)Oc1cccc(Nc2ncnc3ccccc23)c1 | u | 6% | -1.3 | -1% | -6% | -9% | 1 | x
COCCCOc1ccnc(CS(=O)c2nc3ccccc3[nH]2)c1C (centres undefined) | -1% | 13% | 1.5 | 13% | u | -8% | u | -1%
O=C(C[N+]12CCN(CC1)CC2)NCCc1ccc(Cl)cc1Cl | -9% | -1% | -28 | 6% | -10% | 5% | -1 | -4%
COC(=O)C(O)(c1ccc(N(C)C(=O)c2cccs2)cc1)C(F)(F)F (centres undefined) | 12% | 1% | -1.8 | -2% | 24µM* | -18% | -21 | 3%
CSCCC(N=Cc1c(O)n(-c2ccc(F)cc2)c(=O)[nH]c1=O)C(=O)OC(C)(C)C (centres undefined) | -3% | 7% | -1.2 | -3% | -1% | -6% | x | 1%
O=c1c2ccccc2nc(-c2ccccc2)n1-c1ccccc1 | -15% | x | -0.5 | -10% | 1% | -3% | 1 | 1%
COC1=C[C@@H]2[C@@H]3Cc4ccc(OC)c(O)c4[C@]2(CCN3C)CC1=O | 11% | -1% | 2.4 | -9% | -7% | -8% | -2 | x
Oc1c(Cl)c(Cl)c(Cl)c(Cl)c1Cl | -22% | x | -3.1 | 10µM* | 27µM* | -20% | u | x
O=C(NCC1=C(c2cccc3ccccc23)C[C@@H]2CC[C@H]1N2Cc1ccco1)c1ccc([N+](=O)[O-])cc1 | -17% | -8% | 0.5 | -1% | -10% | -6% | 4 | x
COc1ccc(CCn2c(O)c(C=Nc3ccccc3F)c(=O)[nH]c2=O)cc1OC | -4% | -5% | -0.3 | 8% | 3% | 2% | -10 | -1%
NP(=O)(Nc1ccccc1)Nc1ccccc1 | 0% | 12% | -0.9 | -14% | -2% | -1% | 0 | x
C=CCn1c(O)c(/C=N/N2CCOCC2)c(=O)[nH]c1=S | -4% | 3% | -0.4 | 4%[57.1 µM] | -6% | -4% | 0 | 0%
Clc1ccc(CN2CCNCC2)cc1 | 1% | 1% | -3.7 | 1% | -8% | -11% | 10 | 0%
CCC(CO)(C(=O)OC1C[N+]2(C)CCC1CC2)c1ccccc1 (centres undefined) | -10% | -2% | -1.6 | 15% | -12% | -24% | 0 | 1%
NCCc1cc(O)c(O)cc1O | u | -2%&-19% | 1.0&-1.6 | 19%&0% | 15µM* | u | -76* | x
COc1cc(C(CN)CC(=O)O)ccc1O (centres undefined) | 8% | -5% | 1.3 | 0% | 1% | 2% | 7 | -2%
CC(C)COC(=O)c1ccccc1C(=O)OCC(C)C | -16% | -13% | -3.0 | u | -5% | 0% | 1 | -2%
C=CCn1c(=O)c(C=Nc2cccc([N+](=O)[O-])c2)c(O)n(CCCC)c1=O | -8% | 5% | 1.5 | -24% | 7% | -15% | u | 0%
CC(C)OP(=O)(OC(C)C)C(O)c1ccc(Br)cc1 (centres undefined) | u | -10% | -0.5 | -25% | -5% | -30% | 10 | 3%
COc1ccc(-n2c(O)c(C(C)=NCC3CCCO3)c(=O)[nH]c2=O)cc1 (centres undefined) | 1% | 6% | -0.5 | 2% | -1% | -19% | 5 | 0%
CCN(CC)c1ccc(/C=C2\C(=O)NC(=O)N(Cc3ccco3)C2=O)cc1 | -6% | 2% | -4.3 | -6% | u | 28µM* | -57* | -1%
O=C1c2cccc3cccc(c23)C(=O)N1/N=C/c1c(O)n(-c2ccccc2)c(=O)[nH]c1=O | -1% | 5% | -0.7 | -7% | 1% | -25% | u | 1%
O=c1[nH]c(=O)n(-c2cccc3ccccc23)c(O)c1/C=N/N1CCCCC1c1cccnc1 (centres undefined) | -9% | 9% | -0.8 | 2% | -10% | 9% | -1 | 1%
CCCCCn1c(=O)c(C(=O)Nc2ccccn2)c(O)c2ccccc21 | -9% | 3% | 0.4 | 7% | -5% | 3% | -7 | 1%
Cc1ccc(S(=O)(=O)Nc2ccc3c(c2)CC(=O)N([C@H](C)CO)C[C@@H](C)[C@H](CN(C)S(=O)(=O)c2ccccc2)O3)cc1 | -6% | 6% | -3.3 | 12% | 21µM* | -4% | -3 | 0%
Cc1cc(/C=C2\C(=O)NC(=O)N(c3ccc(F)cc3)C2=O)c(C)n1-c1ccc(C(=O)O)cc1 | 3% | 2% | 1.8 | -3% | u | -13%[11.6 µM] | u | -2%
COC(=O)C(C)Oc1cc(C)cc2oc(=O)c3c(c12)CCC3 (centres undefined) | -2% | 0% | 0.8 | 7% | -6% | 5% | -6 | -5%
CCOc1cc(CN2CCN(C(=O)Cc3ccccc3)CC2)ccc1OC | 8% | 0% | 0.8 | -1% | 5% | 12% | 1 | 0%
O=c1[nH]c(=S)n(C2CC2)c(O)c1C=NCc1ccc(F)cc1 | 1% | 16% | 0.7 | 4% | -9% | 6% | 15 | -10%
Oc1ccc(O)c2c1C1(Cl)C(Cl)=C(Cl)C2(Cl)C1(Cl)Cl | u | -4% | -0.8 | u | -5% | -14% | -11 | x
O=c1c2ccccc2nc(-c2ccco2)n1-c1cccnc1 | 12% | 5% | -0.5 | 22% | 0% | -13% | 5 | -18%
COCC(C)OC(=O)c1c(N)n(Cc2ccco2)c2nc3ccccc3nc12 (centres undefined) | -3% | 8% | -6.4 | 0% | -18% | -33% | -4 | 1%
CC1=CC2OC3CC4OC(=O)C=CC=CC(=O)OCCC(C)C(O)C(=O)OCC2(CC1O)C4(C)C31CO1 (centres undefined) | -7% | -2% | -2.3 | 1% | 0% | 5% | -7 | x
Cn1c(O)c(C=NC2CCCCCC2)c(=O)[nH]c1=S | 9% | 5% | -3.6 | 5% | 2% | 6% | 1 | -10%
CCn1c(O)c(/C=N/NC(=O)c2ccccc2)c(=O)[nH]c1=S | -20% | -3% | -4.6 | -3% | 2% | 2% | u | -1%
CCC[C@H](N[C@@H](CCC)[C@H](O)c1ccccc1)[C@H](O)c1ccccc1 | -18% | 3% | 0.7 | 5% | -13% | 13% | -3 | x
COC(=O)N(C)c1ccc(C(O)(C(=O)OC)C(F)(F)F)cc1 (centres undefined) | 0% | -1% | 0.9 | 1%[57.1 µM] | -4% | -4% | -3 | 1%
C[N+](C)(N)CCOC(=O)C(O)(c1ccccc1)C1CCCCC1 (centres undefined) | -13% | 13% | 0.7 | -3% | -6% | -27% | 11 | x
O=S(=O)(c1ccc(Cl)cc1)N1CCCC1c1cccnc1 (centres undefined) | 6% | 0% | -0.7 | 3% | 1% | -2% | 1 | 1%
Cc1nc2ccccc2c(=O)n1-c1cccc(O)c1 | -9% | 4% | 0.1 | -7% | -1% | -7% | -4 | 2%
Cc1ccc2c(c1)CC1(CN2C)C(=O)NC(=O)N(CCc2ccccc2)C1=O (centres undefined) | -7% | 5% | -0.6 | 2% | -21% | -4% | -1 | -1%
CCCCCCCSc1cc(OC)c(CCNC)cc1OC | -4% | 1% | -0.2 | -3% | 2% | -7% | 18 | 1%
COc1ccc(/C=C2\C(=O)NC(=S)N(C)C2=O)cc1C | -28% | 9% | 0.4 | 21% | 1.2µM* | 20µM* | -57* | 0%
C#C[C@]1(O)CCC2C3CCC4=C/C(=N/OCC(=O)NC(C)C(=O)NC(CCSC)C(=O)O)CC[C@]4(C)C3CC[C@@]21C (some centres undefined) | -14% | -12% | -0.2 | 7% | u | 1% | -2 | -3%
CCN(CC)C(=O)c1ccc(NC(=O)Cn2nc(C)c3ccccc3c2=O)cc1 | 1% | 8% | -0.8 | 0%[57.1 µM] | 3% | 2% | 0 | -2%
CN1C(=O)C(=Cc2ccccc2OCc2ccccc2Cl)C(=O)N(C)C1=O | -26% | 8% | -0.2 | -12% | 3µM* | u | -30 | -2%
CC(=O)N1Cc2cnnn2-c2ccccc2C1(C#N)Cc1ccccc1 (centres undefined) | -1% | -6% | 0.6 | -12% | -29% | 7% | -3 | x
CC12CCC3C(CC=C4CC5(CCC43C)OCCO5)C1CCC2=O (centres undefined) | -4% | 1% | -2.2 | -3% | -14% | -6% | 1 | 13%

Retrieved one by one from the entries so far, 3 records:
SMILES | EPAC1 antag | EPAC1 ag | CCT chaperon mod | EPAC2 antagonist | PLK1 PBD inh | WRN inhibitor | PI5P4Ka inh | Mm-Cpn inhibitor
CC(=O)N1Cc2cnnn2-c2ccccc2C1(C#N)Cc1ccccc1 (centres undefined) | -1% | -6% | 0.6 | -12% | -29% | 7% | -3 | x
Oc1c(Cl)c(Cl)c(Cl)c(Cl)c1Cl | -22% | x | -3.1 | 10µM* | 27µM* | -20% | u | x
CCOC(=O)[C@]12Cc3cc(Cl)ccc3[C@H]1N(C)C(=O)c1ccccc12 | 15% | -3% | 1.2 | -22% | -28% | -1% | 2 | x
